Screens: PubChem, several laboratories
SR-BI DiI inh: inhibitors of SR-BI mediated HDL lipid uptake, primary screen, ldlA[mSR-BI] cells, fluorescence, single point; ldlA[mSR-BI] CHO cells, DiI-HDL uptake fluorescence, 3 h; inhibition, % at 12.5 µM; 320,000 compounds, 0.96% hits; Scavenger receptor class B member 1 (Mus musculus), Q61009;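 active = mean replicate inhibition of at least 70% and a set share of replicates each scoring 70 or more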;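 also: 0% = median of neutral control wells and 100% = median of positive control wells; values of inactives mirror those of a sister screen read the other way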
Target sequence (Q61009 whole entry, looked up): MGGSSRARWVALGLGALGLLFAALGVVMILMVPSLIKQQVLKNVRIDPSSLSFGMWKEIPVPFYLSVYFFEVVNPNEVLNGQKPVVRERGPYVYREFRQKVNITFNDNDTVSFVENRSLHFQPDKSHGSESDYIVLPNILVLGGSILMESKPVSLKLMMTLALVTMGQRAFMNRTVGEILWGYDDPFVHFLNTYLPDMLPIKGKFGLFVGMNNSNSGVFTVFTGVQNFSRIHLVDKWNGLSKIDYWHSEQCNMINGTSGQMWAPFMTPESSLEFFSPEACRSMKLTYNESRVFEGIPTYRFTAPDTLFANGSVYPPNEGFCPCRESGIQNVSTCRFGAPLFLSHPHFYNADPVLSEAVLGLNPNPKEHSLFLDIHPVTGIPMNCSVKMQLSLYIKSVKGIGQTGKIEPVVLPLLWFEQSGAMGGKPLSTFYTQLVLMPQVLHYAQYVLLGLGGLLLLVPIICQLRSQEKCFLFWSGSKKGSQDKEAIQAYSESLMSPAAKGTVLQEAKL
Ecoli viability: E. coli V3065 growth inhibition, primary screen, counter-screen for AddAB inhibitor project, absorbance, OD600. 18 h. 330,000 compounds, 0.27% hits. inhibition, % at 11.9 µM. AID 449728, 2010;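 active = inhibition above the campaign's mean inhibition across all tested compounds plus 3 SD, cut at about 9.9% in these data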;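 also: uninfected addAB+ strain grown without phage in ampicillin broth; 0% = DMSO wells and 100% = ciprofloxacin 0.95 µg/ml wells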
CAL PDZ FP-1: CAL PDZ peptide-binding inhibitors, primary screen, biochemical, fluorescence polarization, Cer-tagged CAL PDZ, HTS; purified CAL PDZ, TMR-peptide fluorescence polarization, 1 h; Golgi-associated PDZ and coiled-coil motif-containing protein (Homo sapiens), Q9HD26; 330,000 compounds, 0.02% hits; inhibition, % at 20 µM; AID 504414, 2011;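 active = highest replicate inhibition of at least 40%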;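 also: plate controls were DMSO neutral control wells for no effect and unlabeled competitor peptide control wells for full effect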
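System: tagged CAL PDZ domain. Schedule: 1 h room-temperature incubation prior to read. Signal: fluorescence polarization (mP). Measure: percent inhibition from loss of millipolarization.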
MITF TRPM1 HTS: activators of MITF-driven TRPM1 promoter reporter, primary screen, cell-based, SK-MEL-5, luciferase, single point; SK-MEL-5 TRPM1-promoter luciferase, 24 h; % of positive control, neutral wells = 0; activation, % at 12.5 µM; 300,000 compounds, 0.75% hits; AID 588334, 2011;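 active = mean activation of at least 80% with every replicate also reaching 80%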;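 also: 0% = neutral control wells and 100% = parthenolide positive control wells; values of inactives mirror those of a sister screen read the other way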
SR-BI DiI-HDL act: activators of SR-BI mediated DiI-HDL uptake, primary screen, ldlA[mSR-BI] CHO cells, DiI fluorescence. activation, % at 12.5 µM. 3 h; 100 = double the neutral-control signal. 320,000 compounds, 0.096% hits;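 active = mean replicate activation of at least 60% and every replicate at or above 60%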;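 also: 0% = median plate neutral-control signal and 100% = twice that signal; values of inactives mirror those of a sister screen read the other way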
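Assay system: LDL receptor-deficient CHO ldlA cells overexpressing murine SR-BI / Medium: BSA-supplemented, HEPES-buffered Ham's F12, pH 7.4 / Probe or stimulus: DiI-labelled HDL at 10 µg/mL final / Timing: compound with DiI-HDL co-incubation, 3 h at 37 °C / Technique: bottom-read cell fluorescence after medium removal, ex 550/em 595 nm / Measure: HDL uptake via cellular fluorescence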
Tat export inh: E. coli Tat export inhibitors, primary screen, MC4100, TorA-mCherry reporter, fluorescence, single point. inhibition, % at 10 µM. 340,000 compounds, 0.036% hits. AID 488895, 2010;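 active = mean replicate inhibition at least 50% and at least half of replicates individually reaching 50%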;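 also: exported cargo escapes ClpAP degradation while cytoplasmic cargo is degraded and loses fluorescence; 0% = median of neutral control wells and 100% = median of NaSCN control wells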
AddAB inh: growth inhibition of E. coli expressing H. pylori AddAB, primary screen, AddAB inhibitor project, absorbance; 330,000 compounds, 0.29% hits; inhibition, % at 11.9 µM; in the data active = inhibition above about 12%;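 also: 0% = vehicle wells of infected cells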
CAL PDZ FP-2: untagged CAL PDZ binding inhibitors, primary screen, biochemical, fluorescence polarization, HTS; purified CAL PDZ, TMR-peptide fluorescence polarization, 1 h; 300,000 compounds, 0.92% hits; inhibition, % at 24.9 µM; AID 602252, 2012;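 active = mean inhibition of at least 30% with at least half of replicates also reaching 30%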;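 also: 0% = DMSO neutral control and 100% = excess unlabeled competitor peptide PRC23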
Wnt act: Wnt/beta-catenin pathway activators, primary screen, cell-based, plate reader, single point; Wnt/beta-catenin reporter cell assay, activator; activation, % at 9.35 µM; 300,000 compounds, 1.2% hits; AID 743398, 2014; in the data active = activation above about 30%, passing the limit was not always enough;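 also: 0% = neutral control wells and 100% = positive control wells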
phage Ecoli inh: growth loss of phage-infected E. coli, primary screen, RecBCD inhibitor project, absorbance, with phage, HTS | inhibition, % at 11.9 µM | 360,000 compounds, 0.26% hits | AID 651602, 2012; in the data active = inhibition above about 11%
An asterisk follows results filed as active.

O=C(O)c1cc(NC(=O)c2ccc(Br)cc2)cc(NC(=O)c2ccc(Br)cc2)c1 was read as SR-BI DiI inh -19, Ecoli viability 0.0, CAL PDZ FP-1 2.0, SR-BI DiI-HDL act 19, Tat export inh 6, AddAB inh 3.3, CAL PDZ FP-2 -12, Wnt act 1 and phage Ecoli inh 2.1.
Screening CC(=O)Nc1ccc(OCC(=O)N2CCC(Cc3ccccc3)CC2)cc1 returned SR-BI DiI inh -19, Ecoli viability -1.0, CAL PDZ FP-1 -0.6, MITF TRPM1 HTS -11, SR-BI DiI-HDL act 19, Tat export inh 9, AddAB inh -2.1, CAL PDZ FP-2 -5, Wnt act 3 and phage Ecoli inh -1.4.
`CCN1C(=O)N(S(=O)(=O)C(F)(F)F)[C@@H](c2ccccc2)C(C(=O)OC)=C1C` gave SR-BI DiI inh 23, Ecoli viability -0.2, CAL PDZ FP-1 -0.8, MITF TRPM1 HTS 2, SR-BI DiI-HDL act -23, Tat export inh -2, AddAB inh 1.4, CAL PDZ FP-2 -4, Wnt act -2 and phage Ecoli inh 2.5.
`CCCCN(C(=O)NC(=O)Nc1ccccc1C)S(C)(=O)=O` gave SR-BI DiI inh -16, Ecoli viability 0.3, CAL PDZ FP-1 1.0, SR-BI DiI-HDL act 16, Tat export inh -4, AddAB inh 2.0, CAL PDZ FP-2 -4, Wnt act -1 and phage Ecoli inh 3.5.
For O=C(CSc1nc2ccccc2s1)N/N=C/c1cc([N+](=O)[O-])ccc1O the results were Ecoli viability 3.8, CAL PDZ FP-1 -2.0, MITF TRPM1 HTS -23, Tat export inh -3, AddAB inh 2.1, CAL PDZ FP-2 -1, Wnt act -4 and phage Ecoli inh 0.1.
Screening O=C(CSc1n[nH]c(-c2ccc(Br)cc2)n1)NC1CCCC1 returned SR-BI DiI inh 4, Ecoli viability 1.4, CAL PDZ FP-1 -0.7, MITF TRPM1 HTS -4, SR-BI DiI-HDL act -4, Tat export inh 1, AddAB inh 2.9, CAL PDZ FP-2 -4, Wnt act 1 and phage Ecoli inh 1.8.
Screening CCOC(=O)N1CCC(NC(=O)c2cc3c(-c4cccc(OC)c4)nn(C)c3s2)CC1 returned SR-BI DiI inh 69, Ecoli viability -1.0, CAL PDZ FP-1 -0.7, MITF TRPM1 HTS -5, SR-BI DiI-HDL act -69, Tat export inh 5, AddAB inh 0.1, CAL PDZ FP-2 2 and phage Ecoli inh 1.1.
C=CCn1c(=O)n2ncnc2c2c3c(sc21)CCCC3 was read as SR-BI DiI inh -1, Ecoli viability -2.2, MITF TRPM1 HTS 4, SR-BI DiI-HDL act 1, Tat export inh 1, AddAB inh 0.9, CAL PDZ FP-2 -6 and Wnt act -1.
COCCn1c(SCC(=O)N(C(C)C)C(C)C)nnc1-c1cc2ccccc2cc1O was read as SR-BI DiI inh -4, Ecoli viability -1.4, CAL PDZ FP-1 0.1, MITF TRPM1 HTS 0, SR-BI DiI-HDL act 4, Tat export inh -2, AddAB inh 3.6 and phage Ecoli inh -1.0.
`COC(=O)C1C(c2ccc(Br)cc2)Nc2nnc(C(F)(F)F)n2C1(C)O` (centres undefined) gave SR-BI DiI inh -5, Ecoli viability 3.2, CAL PDZ FP-1 -0.7, MITF TRPM1 HTS 1, SR-BI DiI-HDL act 5, Tat export inh -13, AddAB inh 0.2, Wnt act 6 and phage Ecoli inh -0.4.
`NC(=S)NNC(=O)c1ccccc1Cl` gave SR-BI DiI inh -9, Ecoli viability -1.6, CAL PDZ FP-1 -0.8, SR-BI DiI-HDL act 9, Tat export inh -8, AddAB inh -0.6, CAL PDZ FP-2 34*, Wnt act 1 and phage Ecoli inh 3.3.
`O=C(CN1CCN(c2ccc(F)cc2)CC1)Nc1ccccc1[N+](=O)[O-]` gave SR-BI DiI inh 11, Ecoli viability -0.8, CAL PDZ FP-1 0.0, MITF TRPM1 HTS 6, SR-BI DiI-HDL act -11, Tat export inh 4, AddAB inh -2.4, CAL PDZ FP-2 -2, Wnt act -1 and phage Ecoli inh 1.0.
O=C1NC(c2ccncc2)Nc2ccccc21 (centres undefined) was read as SR-BI DiI inh -21, Ecoli viability -0.7, CAL PDZ FP-1 -0.3, MITF TRPM1 HTS 11, SR-BI DiI-HDL act 21, Tat export inh -3, AddAB inh 2.5, CAL PDZ FP-2 -1 and phage Ecoli inh 3.6.
`COCCCn1c(-c2ccc(S(=O)(=O)N3CCOCC3)cc2)csc1=Nc1ccccc1` gave SR-BI DiI inh 4, Ecoli viability -3.4, CAL PDZ FP-1 -2.4, MITF TRPM1 HTS -27, SR-BI DiI-HDL act -4, Tat export inh 11, AddAB inh 2.6, CAL PDZ FP-2 2, Wnt act 3 and phage Ecoli inh 0.2.
`COc1ccc(Cl)cc1S(=O)(=O)N1CCN(C(=O)c2cc(OC)c(OC)c(OC)c2)CC1` gave SR-BI DiI inh 11, CAL PDZ FP-1 -0.5, MITF TRPM1 HTS -8, SR-BI DiI-HDL act -11, Tat export inh 29 and phage Ecoli inh -0.6.
Screening COc1cccc(/C=N/Nc2nc3ccccc3n3cnnc23)c1 returned SR-BI DiI inh 20, Ecoli viability -0.3, CAL PDZ FP-1 -0.4, MITF TRPM1 HTS 16, SR-BI DiI-HDL act -20, Tat export inh 0, AddAB inh 2.9, CAL PDZ FP-2 -4 and phage Ecoli inh 4.0.
For O=C(CCCc1c[nH]c2ccccc12)Nc1ccc(S(=O)(=O)Nc2ncccn2)cc1 the results were Ecoli viability -2.1, CAL PDZ FP-1 -2.9, MITF TRPM1 HTS -8, Tat export inh 2, AddAB inh 4.2, CAL PDZ FP-2 -5, Wnt act 2 and phage Ecoli inh 4.3.
Screening O=C(c1ccc(N2CCN(S(=O)(=O)c3ccccc3)CC2)c([N+](=O)[O-])c1)N1CCOCC1 returned SR-BI DiI inh 5, Ecoli viability -0.7, CAL PDZ FP-1 -0.7, MITF TRPM1 HTS -6, SR-BI DiI-HDL act -5, Tat export inh 10, AddAB inh 2.5, CAL PDZ FP-2 -1, Wnt act -2 and phage Ecoli inh 3.5.
Screening O=C(OCN1C(=O)c2ccccc2C1=O)c1cccs1 returned SR-BI DiI inh -27, Ecoli viability 0.4, CAL PDZ FP-1 -0.9, MITF TRPM1 HTS 7, SR-BI DiI-HDL act 27, Tat export inh -6, AddAB inh 1.9, CAL PDZ FP-2 -2 and phage Ecoli inh 1.7.
For C/C(=N\NC(=O)c1ccc(N/N=C(\C)c2ccncc2)cc1)c1ccncc1 the results were SR-BI DiI inh 39, Ecoli viability -0.3, CAL PDZ FP-1 0.8, MITF TRPM1 HTS 3, SR-BI DiI-HDL act -39, Tat export inh -2, AddAB inh -0.8, CAL PDZ FP-2 -9, Wnt act 2 and phage Ecoli inh 4.4.

Reprinted from the part before: two compounds, then new ones.
Screening O=C(OCN1C(=O)c2ccccc2C1=O)c1cccs1 returned SR-BI DiI inh -27, Ecoli viability 0.4, CAL PDZ FP-1 -0.9, MITF TRPM1 HTS 7, SR-BI DiI-HDL act 27, Tat export inh -6, AddAB inh 1.9, CAL PDZ FP-2 -2 and phage Ecoli inh 1.7.
For C/C(=N\NC(=O)c1ccc(N/N=C(\C)c2ccncc2)cc1)c1ccncc1 the results were SR-BI DiI inh 39, Ecoli viability -0.3, CAL PDZ FP-1 0.8, MITF TRPM1 HTS 3, SR-BI DiI-HDL act -39, Tat export inh -2, AddAB inh -0.8, CAL PDZ FP-2 -9, Wnt act 2 and phage Ecoli inh 4.4.
COc1ccc(OC)c(NC(=O)C2CC(=O)n3ncnc3N2)c1 (centres undefined) was read as SR-BI DiI inh -35, Ecoli viability 0.8, CAL PDZ FP-1 0.0, SR-BI DiI-HDL act 35, Tat export inh -2, AddAB inh 1.0, CAL PDZ FP-2 0, Wnt act -1 and phage Ecoli inh 2.3.
Screening COc1ccc([N+](=O)[O-])cc1NC1CCCCC1 returned SR-BI DiI inh -14, Ecoli viability -0.2, SR-BI DiI-HDL act 14, Tat export inh -10, AddAB inh 4.4, CAL PDZ FP-2 6 and phage Ecoli inh 2.9.
Screening CCCC(=O)Nc1nc2ccc(NC(=O)c3c(F)c(F)c(OC)c(F)c3F)cc2s1 returned Ecoli viability 1.1, CAL PDZ FP-1 -2.1, MITF TRPM1 HTS -17, Tat export inh -12, AddAB inh -1.0, CAL PDZ FP-2 -4, Wnt act -11 and phage Ecoli inh 1.9.
Nc1cc(Oc2cccnc2)cc([N+](=O)[O-])c1 was read as SR-BI DiI inh -14, CAL PDZ FP-1 0.0, MITF TRPM1 HTS 12, SR-BI DiI-HDL act 14, Tat export inh -4, CAL PDZ FP-2 9, Wnt act 0 and phage Ecoli inh 0.9.
`CCOC(=O)C1(CCc2ccccc2)CCN(C(=O)c2cc(C)nc(C)n2)CC1` gave SR-BI DiI inh 15, Ecoli viability -1.0, CAL PDZ FP-1 0.5, MITF TRPM1 HTS 23, SR-BI DiI-HDL act -15, Tat export inh 1, AddAB inh 2.3, CAL PDZ FP-2 0, Wnt act -2 and phage Ecoli inh 4.7.
For CCN1C(=O)N(CN2CCOCC2)C2C1N(CN1CCOCC1)C(=O)N2CC (centres undefined) the results were SR-BI DiI inh -37, Ecoli viability -0.5, MITF TRPM1 HTS 4, SR-BI DiI-HDL act 37, Tat export inh 1, AddAB inh 2.4, CAL PDZ FP-2 -4, Wnt act -1 and phage Ecoli inh 1.1.
For CCCCCCCCCCCCOC(=O)C[N+](C)(C)C the results were Ecoli viability -2.6, AddAB inh -0.7, Wnt act -1 and phage Ecoli inh -0.1.
Screening O=S(=O)(c1cccc(-c2cn3cccnc3n2)c1)N1CCCCCC1 returned SR-BI DiI inh -10, Ecoli viability -0.4, CAL PDZ FP-1 -1.2, MITF TRPM1 HTS -3, SR-BI DiI-HDL act 10, Tat export inh 5, AddAB inh -1.1, CAL PDZ FP-2 2 and phage Ecoli inh 3.8.
Screening CC(C)Cn1c(N)c(C(=O)COC(=O)c2c(F)cccc2F)c(=O)n(C)c1=O returned SR-BI DiI inh 32, Ecoli viability -3.0, CAL PDZ FP-1 5.5, MITF TRPM1 HTS -4, SR-BI DiI-HDL act -32, Tat export inh 14, AddAB inh 2.0, CAL PDZ FP-2 -3, Wnt act -2 and phage Ecoli inh 3.1.
CCN(CC)CCn1c(O)c(N=O)c2ccccc21 was read as SR-BI DiI inh -24, Ecoli viability 1.8, CAL PDZ FP-1 -0.7, MITF TRPM1 HTS 14, SR-BI DiI-HDL act 24, Tat export inh -6, AddAB inh 2.9, CAL PDZ FP-2 -1, Wnt act 2 and phage Ecoli inh 3.6.
